Assay outcomes (PubChem BioAssay)
TMEM16A inh: TMEM16A chloride channel inhibitors, primary screen, cell-based, HTS. Anoctamin-1 (Mus musculus), Q8BHY3. HEK293 TMEM16A/YFP iodide influx fluorescence, ionomycin. normalized B-score (activity score, 25-100; higher = stronger inhibition) at 10 µM. actives 1.2% (n = 310,000). AID 588511, 2011;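 active = ratio plate-corrected score three or more library SD toward inhibition, starting fluorescence score within five deviations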;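 also: score derived from kinetic fluorescence span divided by baseline fluorescence per well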
Target sequence (Q8BHY3 whole entry, looked up): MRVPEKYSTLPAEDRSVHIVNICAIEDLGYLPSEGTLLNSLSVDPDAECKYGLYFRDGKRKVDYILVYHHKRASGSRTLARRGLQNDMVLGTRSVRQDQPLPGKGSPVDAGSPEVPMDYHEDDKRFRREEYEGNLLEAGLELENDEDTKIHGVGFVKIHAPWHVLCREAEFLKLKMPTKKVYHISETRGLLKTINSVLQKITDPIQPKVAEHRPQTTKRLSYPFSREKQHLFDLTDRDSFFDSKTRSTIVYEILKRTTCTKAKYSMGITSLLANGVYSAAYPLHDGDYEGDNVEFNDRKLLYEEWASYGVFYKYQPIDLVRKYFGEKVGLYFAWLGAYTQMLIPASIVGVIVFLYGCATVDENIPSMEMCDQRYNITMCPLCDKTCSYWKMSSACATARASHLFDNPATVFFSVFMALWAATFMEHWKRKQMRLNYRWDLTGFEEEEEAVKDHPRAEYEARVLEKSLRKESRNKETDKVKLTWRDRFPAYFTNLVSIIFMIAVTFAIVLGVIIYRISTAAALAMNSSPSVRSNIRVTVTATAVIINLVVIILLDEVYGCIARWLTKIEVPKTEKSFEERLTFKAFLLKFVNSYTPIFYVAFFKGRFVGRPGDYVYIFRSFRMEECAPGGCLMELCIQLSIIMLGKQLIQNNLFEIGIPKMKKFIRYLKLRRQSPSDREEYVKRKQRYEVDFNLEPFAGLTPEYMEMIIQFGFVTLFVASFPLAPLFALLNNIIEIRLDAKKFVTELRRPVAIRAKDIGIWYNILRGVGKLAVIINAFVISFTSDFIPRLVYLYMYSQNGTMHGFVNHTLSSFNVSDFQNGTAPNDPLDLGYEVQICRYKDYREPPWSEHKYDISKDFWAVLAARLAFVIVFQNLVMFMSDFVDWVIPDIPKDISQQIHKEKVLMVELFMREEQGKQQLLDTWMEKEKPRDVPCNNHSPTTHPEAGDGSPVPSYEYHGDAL
TRPC4 agonist: activators of mouse TRPC4 channel, primary screen, Fluo4 calcium, HEK293 TRPC4beta/mu-opioid cells | Short transient receptor potential channel 4 (Mus musculus), Q9QUQ5 | Fluo4 calcium fluorescence; stronger effect = higher value | B-score at 10 µM | actives 0.49% (n = 310,000);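 active = B-score above 5 SD of library B-scores, and initial fluorescence ratio not above library mean plus 5 SD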;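 also: positive B-score marks a calcium rise read as TRPC4 activation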
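Assay system – TRPC4beta and mu-opioid receptor HEK293 stable cells · Measured by – Fluo4 fluorescence, kinetic · Schedule – dye loading 45 min room temperature, 110 s kinetic read · Read-out – B-scored integrated calcium fluorescence ratio · Controls – buffer and maximal DAMGO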
TRPC4 PAM: positive allosteric modulators of TRPC4, primary screen, cell-based, mouse TRPC4beta, HEK293 mu-opioid, Fluo-4 calcium; actives 0.42% (n = 310,000); B-score at 10 µM; Short transient receptor potential channel 4 (Mus musculus), Q9QUQ5; DAMGO EC20, Fluo-4 Ca2+ flux; stronger effect = higher value;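 active = B-score of calcium response area above 5 SD of library B-scores, with initial fluorescence ratio within 5 SD of library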;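 also: B-score of integrated fluorescence ratio over time as area under calcium response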
TRPC6 inh: mouse TRPC6 channel inhibitors, primary screen, cell-based, HEK293, membrane potential dye; Short transient receptor potential channel 6 (Mus musculus), Q61143; B-score at 10 µM; actives 1.1% (n = 310,000); ACh-evoked depolarization; stronger effect = lower value;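 active = B-score under library mean minus 3 SD, initial fluorescence not abnormally high, positive integrated signal ratio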;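 also: B-score derived from integrated fluorescence ratio over the kinetic read; more negative B-score means stronger inhibition of depolarization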
TMEM16A act: TMEM16A chloride channel activators or potentiators, primary screen, cell-based, HTS. Anoctamin-1 (Mus musculus), Q8BHY3. HEK293 TMEM16A/YFP-H148Q/I152L, iodide quench fluorescence; stronger effect = lower value. B-score at 10 µM. actives 0.3% (n = 340,000). AID 623877, 2012;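 active = fluorescence-ratio B-score plate-corrected deviation score at least 3 library SD below zero, with starting fluorescence score within 5 deviations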;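 also: channel opened by trigger with iodide after compound preincubation; score built on the fluorescence ratio of max minus min over baseline; more negative score means more quench and so TMEM16A activation or potentiation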
MrgX1 agonist: agonists of human MrgX1 receptor, primary screen, HEK293 cells, Fluo-4 calcium flux. Fluo-4 calcium fluorescence, agonist mode; stronger effect = higher value. actives 0.44% (n = 310,000). B-score at 10 µM. AID 588627, 2011. Mas-related G-protein coupled receptor member X1 (Homo sapiens), Q96LB2;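 active = calcium response B-score plate-corrected fluorescence ratio at least 3 library SD, with starting fluorescence B-score inside 5 SD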
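System: HEK293 cells stably expressing human MrgX1 receptor; Dosing: test compound in the initial addition of three; Schedule: overnight plating, then 30 min 37 °C plus 30 min room-temperature dye loading; Detection: kinetic calcium dye fluorescence, Fluo-4 NW; Controls: per-plate positive and negative controls for Z′ factor.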
MrgX1 PAM: positive allosteric modulators of MrgX1, primary screen, HEK293 cells, Fluo-4 calcium flux. actives 0.63% (n = 310,000). FDSS; stronger effect = higher value. B-score at 10 µM;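 active = plate-corrected calcium response at least 3 library SD above typical, normal starting fluorescence, not activating the receptor alone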;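 also: compound read alongside a low EC10 to EC30 dose of BAM8-22 agonist; peak minus trough fluorescence over baseline measured at the second addition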
TRPC4 inh: inhibitors of mouse TRPC4 channel, primary screen, Fluo4 calcium, HEK293 TRPC4beta/mu-opioid cells | DAMGO-evoked Fluo4 calcium flux; stronger effect = lower value | actives 0.39% (n = 300,000) | B-score at 10 µM;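 active = B-score over 3 SD under the library average, no early fluorescence shift, positive overall ratio signal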
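Assay system: TRPC4beta/mu-opioid receptor HEK293 cell line; compound dosing: single concentration per test compound; detection: Fluo4 Ca2+ flux fluorescence; evaluation: per-well B score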
TRPC6 act: mouse TRPC6 channel activators, primary screen, cell-based, HEK293, membrane potential dye. HEK293-TRPC6 membrane potential dye fluorescence; stronger effect = higher value. B-score at 10 µM. actives 0.13% (n = 310,000);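 active = B-score of the integrated fluorescence ratio above library mean plus 3 SD, and starting fluorescence ratio within library mean plus 5 SD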;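 also: higher score means more depolarization so channel activation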
MrgX1 antag: antagonists of human MrgX1 receptor, primary screen, HEK293 cells, Fluo-4 calcium flux; Mas-related G-protein coupled receptor member X1 (Homo sapiens), Q96LB2; BAM8-22 antagonism; stronger effect = lower value; B-score at 10 µM; actives 1.3% (n = 310,000);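 active = calcium-response B-score plate-corrected more than 3 library SD below zero, starting fluorescence within 5 deviations, no agonist response on first addition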;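 also: peak minus trough fluorescence over baseline after final BAM8-22 challenge near maximal dose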
RGS4 inh: RGS4 inhibitors, primary screen, cell-based, HEK293 M3R inducible RGS4, calcium flux. Regulator of G-protein signaling 4 (Homo sapiens), P49798. Fluo-4 calcium flux; stronger effect = higher value; triggered by carbachol at its EC20. actives 0.45% (n = 310,000). AID 463165, 2010. B-score at 10 µM;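 active = B-score, a plate-corrected calcium signal, over three deviations above library mean, with baseline fluorescence within five deviations of library mean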;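 also: RGS4 expression induced by doxycycline in cells with stable M3 receptor; B-score is computed from the integrated fluorescence ratio over baseline after carbachol; higher B-score means a larger calcium signal and so more RGS4 inhibition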
* marks the source's active call; other numbers are inactive results; i = inactive; / = no result given.

SMILES	TMEM16A inh	TRPC4 agonist	TRPC4 PAM	TRPC6 inh	TMEM16A act	MrgX1 agonist	MrgX1 PAM	TRPC4 inh	TRPC6 act	MrgX1 antag	RGS4 inh
CCOP(=O)(c1c(F)c(F)c(F)c(F)c1F)C(O)c1ccccc1 (configuration not stated)	25*	i	i	i	i	i	i	i	i	i	i
O=c1[nH]oc2cc(Cl)ccc12	i	i	i	i	i	i	i	i	i	i	i
CN1CCc2c(sc(NC(=O)C3CCN(S(=O)(=O)c4cccs4)CC3)c2C(N)=O)C1	i	i	i	i	i	i	i	i	i	i	i
N#Cc1cccc(NC(=O)CCNS(=O)(=O)c2ccc3[nH]c(=O)oc3c2)c1	i	i	i	i	i	i	i	i	i	i	i
NC(=O)c1oc2ccccc2c1NC(=O)c1ccccc1	i	i	i	i	i	i	i	i	i	i	i
Cc1sc(NC(=O)c2cc(-c3ccc(Cl)cc3)nc3ccccc23)c(C(N)=O)c1C	i	i	i	i	i	i	i	i	i	i	i
COc1ccc(OC)c(NC(=O)CSc2nc(-c3ccccc3)cc(=O)[nH]2)c1	i	i	i	i	i	i	i	i	i	i	i
Cc1cccc(C(=O)Nc2cccc(Br)c2)c1[N+](=O)[O-]	i	i	i	i	i	i	i	i	i	i	i
CC(=O)Nc1ccc(S(=O)(=O)Nc2nc(C)cc(-n3nc(C)cc3C)n2)cc1	i	i	i	i	i	i	i	i	i	i	i
CC1CN(C(=O)C2CCCCC2)C(C)CN1C(=O)C1CCCCC1 (configuration not stated)	i	i	i	i	i	i	i	i	i	i	i
CC(C)On1c(SC(C)C)nc2ccccc2c1=O	i	i	i	i	i	i	i	i	i	i	i
COc1ccc(-c2nc(Cn3c(SCc4cccc(F)c4)nc4ccncc43)c(C)o2)cc1OC	i	i	i	i	i	i	i	i	i	i	i
C#CCOCCOCCOCCNc1nc(N2CCN(C(=O)C([C@@H](C)CC)n3cc(C(N)COC(=O)C(F)(F)F)nn3)CC2)nc(N2CCN(C(=O)[C@H](Cc3cc4ccccc4[nH]3)n3cc(C(N)CO)nn3)CC2)n1 (some centres not stated)	i	57*	i	i	/	i	i	-6*	i	i	i
C=CCNC(=O)C1CC(=O)N(c2ccc(OCC(=O)Nc3ccc(Cl)c(C(F)(F)F)c3)cc2)C1 (configuration not stated)	i	i	i	i	i	i	i	i	i	i	i
COc1cc(C(=O)Nc2ccccc2-c2nnn(CC(N)=O)n2)cc(OC)c1OC	i	i	i	i	i	i	i	i	i	i	i
CCCc1nnc(NC(=O)c2cc3ccccc3o2)s1	i	i	i	i	i	i	i	i	i	i	i
COc1ccc(C(=O)CSc2ccc(-c3ccc(C)cc3)nn2)cc1	i	i	i	i	i	i	i	i	i	i	i
N#CC1=C(N)Oc2n[nH]c(-c3ccccc3)c2C1c1ccsc1 (configuration not stated)	i	i	i	i	i	i	i	i	i	i	i
CCCn1c(SCC(=O)NCCc2ccccc2)nnc1-c1ccccn1	i	i	i	i	i	i	i	i	i	i	i
COc1ccc(CNc2nc(NCc3ccc(OC)cc3)n(C(=O)c3ccccc3[N+](=O)[O-])n2)cc1	i	i	i	i	i	i	i	i	i	i	i
O=C(C1CC=CCC1)N1CCC(CO)(Cc2ccc(Cl)cc2)CC1 (configuration not stated)	i	i	i	i	i	i	i	i	i	i	i
COc1cccc(-c2cc(C(F)(F)F)c3c(N)c(C#N)sc3n2)c1	i	i	i	i	/	i	i	i	i	i	i
CCOC(=O)c1c(NC(=O)CSc2nnc(-c3cccnc3)o2)sc(C(C)=O)c1C	i	i	i	i	i	i	i	i	i	i	i
Cc1ccc(OCC(=O)Nc2cccc(-c3nnc(-c4ccccc4)o3)c2)c(C)c1	i	i	i	i	i	i	i	i	i	i	i
CCOC(=O)N1CCN(C(=O)c2ccc3c(=O)n(-c4ccc(OC)cc4OC)c(=S)[nH]c3c2)CC1	i	i	i	i	i	i	i	i	i	i	i
CCN(CC(=O)NCc1ccc(F)cc1)C(=O)c1oc2ccccc2c1C	i	i	i	i	i	i	i	i	i	i	i
CC(NC(=O)CN(c1cccc(C(F)(F)F)c1)S(C)(=O)=O)c1ccccc1 (configuration not stated)	i	i	i	i	i	i	i	i	i	i	i
C[N+]1(CCCCSc2ccc(O)cc2)CCCCC1	i	i	i	i	i	i	i	i	i	i	i
CCn1nc(NC(=O)c2ccccn2)c2cc3cc(C)ccc3nc21	i	i	i	i	i	i	i	i	i	i	i
CC(C)CC(c1nnnn1Cc1ccco1)N1CCN(c2cccc(Cl)c2)CC1 (configuration not stated)	i	i	i	i	i	i	i	i	i	i	i
O=[N+]([O-])c1ccc2[nH]ncc2c1	i	i	i	i	i	i	i	i	i	i	i
S=C1NC2(CCS1)Oc1ccccc1C1CC(c3ccccc3)=NN12 (configuration not stated)	/	i	i	i	/	/	/	i	i	/	i
O=c1[nH]ccc2c(O)cccc12	i	i	i	i	i	i	i	i	i	i	i
O=C(NCC(c1cccs1)N1CCOCC1)c1ccccc1NS(=O)(=O)c1ccc(Cl)cc1 (configuration not stated)	i	i	i	i	i	i	i	i	i	i	i
CC(=O)N1CC(=O)N(OCc2ccccc2)C1c1ccc(Cl)cc1Cl (configuration not stated)	i	i	i	i	i	i	i	i	i	i	i
CC(C)N(C(=O)Cn1cnc2c(cnn2-c2ccccc2Cl)c1=O)C(C)C	i	i	i	i	i	i	i	i	i	i	i
CCOC(=O)c1c(NC(=O)Cc2cccs2)sc(C(=O)NC2CCCC2)c1C	i	i	i	i	i	i	i	i	i	i	i
COCCOC(=O)C1=C(C)NC(=O)CC1c1cc2c(cc1Br)OCO2 (configuration not stated)	i	i	i	i	i	i	i	i	i	i	i
FC(F)(F)c1ccnc(NCc2ccco2)n1	i	i	i	i	i	i	i	i	i	i	i
CC(C)c1ccc(NC(=O)NCc2cccnc2)cc1	i	i	i	i	i	i	i	i	i	i	i
CCN(CC)Cc1nc2sc(C)c(C)c2c(=O)[nH]1	i	i	i	i	i	i	i	i	i	i	i
COc1ccc(CC2(CO)CCN(Cc3cnn(C)c3C)CC2)cc1	i	i	i	i	i	i	i	i	i	i	i
CCn1c(CNc2ccc(C)cc2C)nnc1SCC(=O)N1CCCc2ccccc21	i	i	i	i	i	i	i	i	i	i	i
CCCc1cc(=O)oc2c3c(cc(OCC(=O)NCCCn4ccnc4)c12)OC(C)(C)CC3	i	i	i	i	i	i	i	i	i	i	i
COc1ccccc1N1CCN(/N=C/c2cccc(Cl)c2)CC1	i	i	i	i	i	i	i	i	i	i	i
COc1ccccc1CNC(=O)c1ccc(S(=O)(=O)N(C)C)cc1	i	i	i	i	i	i	i	i	i	i	i
O=C(Nc1cccc(NC(=O)c2ccco2)n1)c1ccco1	i	i	i	i	i	i	i	i	i	i	i
CC1(C)CC(=O)C2=C(C1)OC1=C(C(=O)CC(C)(C)C1)C2c1cc([N+](=O)[O-])cc([N+](=O)[O-])c1O	i	i	i	i	i	i	i	i	i	i	i
CCC(C)(C)NC(=O)c1ccccc1Oc1ccccc1	i	i	i	i	i	i	i	i	i	i	i
CN(Cc1ccc(F)cc1)C(=O)c1cccc(S(=O)(=O)N2CCN(c3ccccc3)CC2)c1	i	i	i	i	i	i	i	i	i	i	i
CC(C)Cn1c(SCC(=O)N2CCN(S(=O)(=O)c3ccccc3)CC2)nc2ccccc21	i	i	i	i	i	i	i	i	i	i	i
ClC1(Cl)CC1CSc1ncn[nH]1 (configuration not stated)	/	i	i	i	i	/	/	i	i	/	i
CC(C(=O)NCC1CCCCC1)N(C)Cc1ccc(Br)cc1 (configuration not stated)	i	i	i	i	i	i	i	i	i	i	i
CC(C)OCCCNS(=O)(=O)c1ccc2c(c1)oc(=O)n2C	i	i	i	i	i	i	i	i	i	i	i
CCCc1cc(C(=O)OC)c(NC(=O)CCC(=O)O)s1	i	i	i	i	i	i	i	i	i	i	i
COc1ccc(NC(=O)N2CCC(n3cnc4ccccc43)CC2)cc1	i	i	i	i	i	i	i	i	i	i	i
CC(=O)Nc1ccc(SCCCC(=O)c2ccccc2)cc1	i	i	i	i	i	i	i	i	i	i	i
CCC(C)(C)NC(=O)C(c1ccccc1Cl)N(Cc1cccnc1)C(=O)CCC(=O)Nc1cc(C)on1 (configuration not stated)	i	i	i	i	i	i	i	i	i	i	i
COc1cc(C(=O)N/N=C/c2ccc3c(c2)c2ccccc2n3C)ccc1O	i	i	i	i	i	i	i	i	i	i	i
COC(=O)CNC(c1ccccc1)c1cc(Br)ccc1NS(=O)(=O)c1ccccc1 (configuration not stated)	i	i	i	i	i	i	i	i	i	i	i
Brc1ccccc1-c1csnn1	i	i	i	i	i	i	i	i	i	i	i
CCC1(C)NC(=O)N(/N=C/c2ccc(C)s2)C1=O (configuration not stated)	i	i	i	i	i	i	i	i	i	i	i

One compound at a time (already shown). Values in the order: TMEM16A inh | TRPC4 agonist | TRPC4 PAM | TRPC6 inh | TMEM16A act | MrgX1 agonist | MrgX1 PAM | TRPC4 inh | TRPC6 act | MrgX1 antag | RGS4 inh
CCC(C)(C)NC(=O)C(c1ccccc1Cl)N(Cc1cccnc1)C(=O)CCC(=O)Nc1cc(C)on1 (configuration not stated) in the list: i | i | i | i | i | i | i | i | i | i | i
CCC(C)(C)NC(=O)c1ccccc1Oc1ccccc1 in the list: i | i | i | i | i | i | i | i | i | i | i
